# Pf growth 96h: P. falciparum growth inhibition at 96 hour, primary screen for plastid delayed-death inhibitors; Potency, µM (titrated, usually from 28.7 µM), inactives show top-dose activity change, negative = inhibition, hits mostly inhibitors; 320,000 compounds, 6.9% hits; P. falciparum luciferase reporter growth, 96 h; AID 504834; note: potency is the fitted concentration of half-maximal effect; % is set by controls: 0 for no effect and ±100 for the full control effect
#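 Infected RBCs, 2% Hct / 0.05% parasitemia final; luciferase-reporter P. falciparum; cpd 96 h, 37 C, 5% CO2; luciferase detection reagent; luminescence.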
# Tb PYK inh: T. brucei pyruvate kinase inhibition. Q57TT1. TbPYK enzyme, Kinase-Glo Plus ATP luminescence, 45 min. Potency, µM (titrated, usually from 76.8 µM), for inactives: at the top dose activity, negative = inhibition, usual class: inhibitors. 410,000 compounds, 0.12% hits. AID 624173; note: potency is the fitted concentration of half-maximal effect; % is set by controls: 0 for no effect and ±100 for the full control effect; nearly all actives have a fitted effect of over 50% in size
#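 Activity of T. brucei pyruvate kinase was followed by Kinase-Glo Plus luminescence after the enzyme reacted 45 min at room temperature with 130 uM ADP (final) and substrate. Test compounds were added before ADP at multiple concentrations.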
# Pf growth 48h: inhibits P. falciparum growth in the first generation, 48 h. Potency, µM (series often up to 28.7 µM), for inactives: at the top dose activity change, negative = inhibition, hits mostly inhibitors. AID 504832. P. falciparum luciferase growth in erythrocytes, 48 h. 310,000 compounds, 5.9% hits; note: potency is the fitted concentration of half-maximal effect; % is set by controls: 0 for no effect and ±100 for the full control effect
#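 Parasite viability was followed by luminescence of a genomically integrated firefly luciferase. Cultures held 0.1% parasitemia at 2% hematocrit (final), incubated under 5% CO2 at 37 C.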
# AmpC inh no detg: inhibitors of E. coli AmpC beta-lactamase without detergent; P00811; AmpC nitrocefin hydrolysis, absorbance 480 nm, 0.0001% Triton; Potency, µM (titrated, usually from 57.1 µM), for inactives: top-dose activity change, negative = inhibition, most hits filed as inhibitors; 330,000 compounds, 0.52% hits;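 note: potency is the fitted concentration of half-maximal effect; plate controls were no compound for no effect and no enzyme for full effect; nearly all actives have a fitted effect of over 20% in size; some results filed as inactive show a strong effect at the top dose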
# Target sequence (P00811 whole entry, looked up): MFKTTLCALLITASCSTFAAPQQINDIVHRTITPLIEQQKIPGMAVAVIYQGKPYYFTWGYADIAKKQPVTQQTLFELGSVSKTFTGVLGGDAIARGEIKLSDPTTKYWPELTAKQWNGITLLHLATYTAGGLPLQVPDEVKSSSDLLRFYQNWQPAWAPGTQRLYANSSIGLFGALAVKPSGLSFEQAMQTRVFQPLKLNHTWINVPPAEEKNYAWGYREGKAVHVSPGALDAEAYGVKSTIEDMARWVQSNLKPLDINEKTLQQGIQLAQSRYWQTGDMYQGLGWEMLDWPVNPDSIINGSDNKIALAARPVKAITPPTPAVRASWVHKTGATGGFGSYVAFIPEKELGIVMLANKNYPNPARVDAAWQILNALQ
#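 AmpC (5.3 nM in the dispensed reagent) in 20 mM phosphate pH 7.0 with 0.01% (detergent screen) or 0.0001% Triton X-100 was preincubated with compounds for 15 min at room temperature. Nitrocefin was then added from an 800 uM solution, and hydrolysis was followed at 480 nm.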
# LmPK inhibitor: inhibitors of Leishmania mexicana pyruvate kinase; 290,000 compounds, 0.37% hits; Potency, µM (highest dose often 57.5 µM), for the others: top-dose activity change, negative = inhibition, hits mostly inhibitors; AID 1721; Q27686; purified LmPK, Kinase-Glo ATP luminescence, 1 h; note: potency is the fitted concentration of half-maximal effect; % is set by controls: 0 for no effect and ±100 for the full control effect
# Target sequence (Q27686 whole entry, looked up): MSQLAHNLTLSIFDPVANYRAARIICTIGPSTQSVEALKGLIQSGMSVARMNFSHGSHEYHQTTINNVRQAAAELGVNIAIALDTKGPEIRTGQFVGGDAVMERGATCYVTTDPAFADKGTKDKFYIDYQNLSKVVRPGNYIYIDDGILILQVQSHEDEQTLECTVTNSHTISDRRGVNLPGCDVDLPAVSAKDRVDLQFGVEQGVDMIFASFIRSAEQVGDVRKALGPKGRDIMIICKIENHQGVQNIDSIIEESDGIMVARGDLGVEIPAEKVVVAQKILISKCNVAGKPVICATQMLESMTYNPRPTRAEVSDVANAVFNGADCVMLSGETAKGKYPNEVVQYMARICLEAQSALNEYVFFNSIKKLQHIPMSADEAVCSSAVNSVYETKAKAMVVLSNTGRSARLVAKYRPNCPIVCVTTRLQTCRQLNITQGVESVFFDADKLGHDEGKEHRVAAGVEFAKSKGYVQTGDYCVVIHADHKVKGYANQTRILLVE
#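 Pyruvate kinase activity monitored as ATP production (luciferase luminescence). Conditions: 0.1 nM enzyme, 0.5 mM PEP, 0.1 mM ADP, 1 h, RT; normalized against uninhibited and no-enzyme wells.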
# Shiga toxin inh: inhibitors of Shiga toxin in Vero cells; Vero cells, Shiga toxin protein synthesis inhibition reporter; inhibition, % at 38.7 µM; 290,000 compounds, 9.2% hits; AID 2315; in the data active = inhibition mostly above about 28%, no sharp cut-off; inactive = mostly below about 43%; note: 0% is about no effect
# Cycloheximide cs: counter-screen hit for Shiga toxin inhibitors, cycloheximide; cell reporter, cycloheximide protein synthesis inhibition counterscreen; max response, %; 300,000 compounds, 12% hits; in the data active = max response mostly above about 13%, no sharp cut-off; inactive = mostly below about 14%; note: read at 38.3 µM for the half of the compounds with a filed dose; 0% is about no effect
# Starred values were filed as active, the others as inactive; i = inactive; u = inconclusive; x = not tested or not shown; & = joins results of further samples; [ ] = remark or other dose. Unless noted, calls come from the whole dose curve; as a rule, active = well fitted curve in the direction sought with a large enough effect; inconclusive = small, poorly fitted or top-dose-only effect, or another doubt; inactive = no such curve, though single readings can be large; an effect the other way counts as inactive or inconclusive.
# Start of the data: the first three entries (preview)
no.	structure	Pf growth 96h	Tb PYK inh	Pf growth 48h	AmpC inh no detg
1	Cc1ccccc1NC(=O)COc1ccccc1C	-2%	-2%	u	-13%
2	Cn1c(Cn2c(=O)sc3ccccc32)nnc1SCC(=O)Nc1ccccc1F	u	2%	7%	-11%
3	CCOC(=O)c1cc(C#N)c(Oc2ccccc2)nc1-c1ccccc1	u	-1%	u	-1%

no.	LmPK inhibitor	Shiga toxin inh	Cycloheximide cs
1	-2%	27	16*
2	2%	-2	10
3	5%	11	1

# Main list, from the start:
no.	structure	Pf growth 96h	Tb PYK inh	Pf growth 48h	AmpC inh no detg
1	Cc1ccccc1NC(=O)COc1ccccc1C	-2%	-2%	u	-13%
2	Cn1c(Cn2c(=O)sc3ccccc32)nnc1SCC(=O)Nc1ccccc1F	u	2%	7%	-11%
3	CCOC(=O)c1cc(C#N)c(Oc2ccccc2)nc1-c1ccccc1	u	-1%	u	-1%
4	Cc1ccc(-n2cc(CN(C)Cc3nccn3C)c(-c3cccc(C)c3)n2)cc1	3.7µM*	1%	u	142%[activator]
5	C=CCN1C(=O)S/C(=C\c2ccc(N3CCOCC3)cc2C)C1=O	x	0%	127%[activator]	6%
6	CCN1CCN(CCNC(=O)c2ccc3c(c2)N(Cc2ccc(F)cc2)C(=O)/C(=C/c2ccccc2)S3)CC1	3%	2%	6.6µM*	173%[activator]
7	Fc1ccc2[nH]c3c(N4CCc5ccccc5C4)ncnc3c2c1	1.9µM*	-3%	2.9µM*	-43%
8	COC(=O)C(C)NC(=O)C12CC3CC(C1)CC(c1ccc(C)cc1)(C3)C2 (stereo not drawn)	u	2%	12%	105%[activator]
9	COc1cccc2cc(CC(=O)c3ccc(C)c(C)c3)c(=O)oc12	u	0%	11%	-28%
10	CCN(CC(=O)NC1CCS(=O)(=O)C1)S(=O)(=O)c1cc(Br)ccc1Br (stereo not drawn)	0%	-13%	-15%	-15%

no.	LmPK inhibitor	Shiga toxin inh	Cycloheximide cs
1	-2%	27	16*
2	2%	-2	10
3	5%	11	1
4	4%	-6	-1
5	13%	58	35*
6	0%	-30	-12
7	0%	-12	7
8	6%	-3	3
9	-3%	-7	11
10	x	x	x

# Other results follow:
no.	structure	Pf growth 96h	Tb PYK inh	Pf growth 48h	AmpC inh no detg
11	O=C(c1ccccc1F)N1CCN(c2ncccn2)CC1	43%[activator]	1%	-1%	-12%
12	COc1cc(NC(=O)CN2C(=O)C(=O)N(C3CCCC3)C2=O)cc(OC)c1	-17%	-2%	5%	-22%
13	COc1ccc(C(=O)NNC(=S)NC(=O)C(C)(C)C)cc1	8%	-8%	u	-18%
14	O=C(Nc1ccc(N2CCOCC2)c(F)c1)c1ccncc1	27%	0%	20%	-6%
15	CC1CN(C(=O)COC(=O)[C@@H]2CC(O)CN2S(=O)(=O)c2ccc3c(c2)OCCO3)CC(C)O1 (stereo partly drawn)	24%	-3%	13%	-14%
16	O=C(c1cc2ccccc2oc1=O)N1CCN(C(=O)C2CCCO2)CC1 (stereo not drawn)	-16%	3%	-9%	u
17	COc1cccc2c(=O)n(CC(=O)NCCc3ccccc3)ccc12	3.3µM*	1%	1.9µM*	-1%
18	COc1ccc(CCNC(=O)c2cc(-c3cc(C)ccc3O)n[nH]2)cc1OC	u	3%	x	-12%
19	O=C1c2ccccc2C(Nc2ccc(S(=O)(=O)N3CCOCC3)cc2)N1Cc1ccco1 (stereo not drawn)	8.3µM*	-1%	x	15%
20	Cc1csc(NC(=O)Cc2c(F)cccc2Cl)n1	52%[activator]	4%	71%[activator]	-30%

no.	LmPK inhibitor	Shiga toxin inh	Cycloheximide cs
11	1%	-13	-1
12	x	x	x
13	-3%	20	21
14	-4%	61*	18*
15	-5%	-6	-2
16	6%	12	1
17	1%	27	1
18	1%	-6	4
19	10%	-19	-6
20	-6%	x	35*

# The list goes on.
no.	structure	Pf growth 96h	Tb PYK inh	Pf growth 48h	AmpC inh no detg
21	O=c1[nH]c2ccsc2c(=O)n1-c1ccc(F)cc1	x	-23%	-1%	-11%
22	COc1cc(C)ccc1OCC(=O)OCC(=O)c1cc(C)n(CC2CCCO2)c1C (stereo not drawn)	33%[activator]	1%	12%	67%[activator]
23	Cc1nn(C)c(Cl)c1CN1CCCC(CO)(Cc2ccccc2)C1 (stereo not drawn)	i	-1%	u	-1%
24	COc1ccc2c(c1)c1nnc(SCC(=O)Nc3ccccc3F)nc1n2C	u	1%	19%	-16%
25	COc1ccc(-c2cc(C)no2)cc1S(=O)(=O)N(C)Cc1ccco1	-14%	0%	17%	-8%
26	Cc1ccc(NC(=O)C(C)N2CCCC2)cc1Cl (stereo not drawn)	55%[activator]	-5%	-18%[5.75 µM]	-24%
27	O=C(COC(=O)c1ccco1)c1ccc(F)cc1	u	-12%	13%	-3%
28	COc1cc2nc(Cl)nc(NCCO)c2cc1OC	1%	-1%	36%[activator]	-5%
29	COC(=O)c1ccc(NC(=O)CSc2nncn2-c2cccnc2)cc1	-15%	3%	50%[activator]	-12%
30	Cc1ccc(C23CC4CC(CC(NC(=O)NN)(C4)C2)C3)cc1	-13%	-3%	u	-7%

no.	LmPK inhibitor	Shiga toxin inh	Cycloheximide cs
21	-2%	11	-1
22	x	x	x
23	10%	-3	1
24	5%	-1	1
25	-5%	-6	-5
26	-2%	-1	-3
27	-9%	110*	55*
28	-1%	-5	-2
29	-1%	30	4
30	2%	-6	5

# (more compounds)
no.	structure	Pf growth 96h	Tb PYK inh	Pf growth 48h	AmpC inh no detg
31	O=C(c1cc[n+]([O-])cc1)N1CCCC(N2CCN(c3cccc(C(F)(F)F)c3)CC2)C1 (stereo not drawn)	u	2%	12µM*	108%[activator]
32	CC(C)CCN(C(=O)c1ccc(N2CCCC2=O)cc1)c1c(N)n(Cc2ccccc2)c(=O)[nH]c1=O	u	1%	u	-24%
33	COc1ccc(Nc2nc3nonc3nc2N2CCCCC2)cc1	u	2%	u	-17%
34	COc1cccc(C(O)c2nc3ccccc3n2C)c1 (stereo not drawn)	u	1%	12%	-4%
35	COc1ccc(CCC(=O)OCC(=O)Nc2c(C)n(C)n(-c3ccccc3)c2=O)cc1	11%	0%	-3%	-2%
36	CCOC(=O)COc1cccc2c(=O)n(CC(=O)N3CCCc4ccccc43)ccc12	16%	-2%	4%	u
37	O=C(COC(=O)c1n[nH]c2ccccc12)c1cc(F)ccc1F	12%	3%	-11%	-28%
38	CN(C)S(=O)(=O)c1cccc(C(=O)OCC(=O)N2CCCC2=O)c1	23%	-2%	43%[activator]	-8%
39	COc1ccc2[nH]c3ccc(OC)cc3c2c1	3%	-2%	51%[activator]	-28%
40	COc1ccc(-c2onc(C)c2-c2ccccc2)c(O)c1	-21%	1%	x	-32%

no.	LmPK inhibitor	Shiga toxin inh	Cycloheximide cs
31	-6%	3	13
32	x	x	x
33	2%	-8	-2
34	0%	-6	-3
35	x	x	x
36	-5%	-4	-3
37	1%	44*	30*
38	-4%	-2	-3
39	1%	40	14
40	0%	3	1

# Continuation.
no.	structure	Pf growth 96h	Tb PYK inh	Pf growth 48h	AmpC inh no detg
41	COc1ccc(C(CNC(=O)Cc2c(F)cccc2Cl)N2CCCCC2)cc1 (stereo not drawn)	u	1%	6%	-12%
42	Cc1onc(-c2ccccc2)c1C(=O)N/N=C/c1cccc(O)c1	12%	-6%	8%	-58%
43	CC(=O)c1ccc(OCc2cc(C(=O)N3CCCCC3c3cccnc3)no2)cc1 (stereo not drawn)	19%	0%	u	62%[activator]
44	COc1cc2nc(Nc3ccc(C)c(C)c3)nc(N)c2cc1OC	1%	-4%&1%	0.52µM*	31%
45	COc1cccc2cc(C(=O)N3CCc4ccccc4C3)c(=O)oc12	23%	-9%	x	-14%
46	O=C(Cc1ccc(Br)c2ccccc12)N/N=C/c1ccccn1	48%	5%	u	-1%
47	Cc1cc(SCC(=O)OCC(=O)NCC2CCCO2)c(C)cc1Br (stereo not drawn)	29%	-2%	21%	3%[11.4 µM]
48	COc1cc(S(=O)(=O)NCCc2ccc3c(c2)OCO3)ccc1-n1cnnn1	-9%	-7%	22%	-16%
49	O=[N+]([O-])c1ccc(N/N=C2\CC3CC=CC23)c([N+](=O)[O-])c1 (stereo not drawn)	25%	2%	25%	-13%
50	CC(C)c1ccccc1NC(=S)NCc1nc2ccccc2[nH]1	-7%	-16%	-4%	-2%[2.29 µM]

no.	LmPK inhibitor	Shiga toxin inh	Cycloheximide cs
41	8%	23	0
42	4%	68	38
43	0%	81*	54*
44	0%	19	8
45	5%	39	24*
46	9%	14	-4
47	5%	-18	-1
48	0%	4	-2
49	-1%	44	5
50	2%	4	11

# Single records, as listed above. Order of screens: Pf growth 96h, Tb PYK inh, Pf growth 48h, AmpC inh no detg, LmPK inhibitor, Shiga toxin inh, Cycloheximide cs
# Cc1cc(SCC(=O)OCC(=O)NCC2CCCO2)c(C)cc1Br (stereo not drawn) as listed: 29%, -2%, 21%, 3%[11.4 µM], 5%, -18, -1
# COc1cccc2cc(C(=O)N3CCc4ccccc4C3)c(=O)oc12 as listed: 23%, -9%, x, -14%, 5%, 39, 24*
# O=[N+]([O-])c1ccc(N/N=C2\CC3CC=CC23)c([N+](=O)[O-])c1 (stereo not drawn) as listed: 25%, 2%, 25%, -13%, -1%, 44, 5

# Remaining list, next part
no.	structure	Pf growth 96h	Tb PYK inh	Pf growth 48h	AmpC inh no detg
51	COc1ccc(OC)c(-n2c(SCC(=O)NCc3ccco3)nnc2-c2c[nH]c3ccccc23)c1	2.6µM*	-5%	x	-20%
52	O=[N+]([O-])c1ccccc1CNC(Cc1ccccc1)c1ccccc1 (stereo not drawn)	-13%	-2%	x	-25%
53	O=C(CSc1nnc2c(n1)[nH]c1ccc(F)cc12)NCc1ccc(F)cc1	u	0%	15%	-5%
54	O=C(CSc1ncnc2c1cnn2-c1ccc(Cl)cc1)NCc1ccc2c(c1)OCO2	69%[activator]	-1%	36%[activator]	-19%
55	O=C(CCN1CCOCC1)c1ccc(Br)cc1	42%[activator]	-22%	-3%	-22%
56	CN(Cc1ccc(F)cc1)S(=O)(=O)c1nnc(NC(=O)c2ccccc2)s1	u	-7%	-1%	-28%
57	O=C(Nc1ccccn1)c1cc(-c2ccc(Cl)s2)nc2ccccc12	u	-1%	u	-29%
58	CSc1ccc(S(=O)(=O)Nc2c(C)n(C)n(-c3ccccc3)c2=O)cc1	4%	0%	19%	-1%
59	O=c1c2ccccc2nc2c3ccccc3c(Cl)nn12	2%	x	43%[activator]	-13%
60	COCCOc1ccc(C(F)(F)F)cc1N	0%	4%	2%	-6%
61	COc1ccc2c(c1)c(C(=O)O)c(C)n2CC(C)C	9%	-4%	-2%	-15%

no.	LmPK inhibitor	Shiga toxin inh	Cycloheximide cs
51	6%	12	-2
52	4%	-3	6
53	-3%	2	-4
54	0%	22	7
55	-3%	7	-1
56	-2%	23	-2
57	x	x	x
58	-10%	-3	-4
59	3%	11	1
60	0%	-6	8
61	5%	-6	17
